Screening data as filed in PubChem.
TRPC4 act – TRPC4 (mouse) channel activation; HEK293 TRPC4beta/mu-opioid, Fluo4 calcium fluorescence; stronger effect = higher value; B-score at 10 µM; 310,000 compounds, 0.49% hits; AID 2237;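 active = B-score above 5 SD of library B-scores, and initial fluorescence ratio not above library mean plus 5 SD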;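 note: positive B-score marks a calcium rise read as TRPC4 activation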
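Material: TRPC4beta and mu-opioid receptor HEK293 stable cells | Incubation: 45 min room-temperature Fluo4 loading, 110 s read | Detection: Kinetic Fluo4 calcium fluorescence | Measure: Integrated baseline-normalised fluorescence ratio, converted to per-well B score | Benchmarks: Low control buffer alone, high control maximal DAMGO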
SKKanGAS inh – inhibitors of SKKanGAS S. pyogenes growth in kanamycin (SK-promoter or general growth effect); BacTiter-Glo, 6 h; inhibition, % at 7.5 µM; 300,000 compounds, 1.3% hits; AID 1662;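 active = mean replicate score, as percent of positive control median, at least 50; inconclusive = mean below 50 but one replicate at or above 50; inactive = mean and every replicate below 50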;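 note: strain carries kanamycin resistance gene driven by streptokinase promoter and grows in 40 µg/ml kanamycin; loss of luminescence reflects streptokinase promoter inhibition or plain growth inhibition; 0% = median of DMSO wells and 100% = positive control at its reference dose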
TRPC6 inh – blocks the mouse TRPC6 cation channel. B-score at 10 µM. 310,000 compounds, 1.1% hits. HEK293-TRPC6, membrane potential dye, ACh-evoked depolarization; stronger effect = lower value. Q61143;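 active = B-score under library mean minus 3 SD, initial fluorescence not abnormally high, positive integrated signal ratio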;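 note: B-score derived from integrated fluorescence ratio over the kinetic read; more negative B-score means stronger inhibition of depolarization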
MrgX1 antagonist – antagonists of human MrgX1 receptor. 310,000 compounds, 1.3% hits. B-score at 10 µM. MRGX1-HEK293 calcium flux, Fluo-4, BAM8-22 antagonism; stronger effect = lower value;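 active = calcium-response B-score plate-corrected more than 3 library SD below zero, starting fluorescence within 5 deviations, no agonist response on first addition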;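 note: peak minus trough fluorescence over baseline after final BAM8-22 challenge near maximal dose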
Target sequence (Q96LB2 whole entry, looked up): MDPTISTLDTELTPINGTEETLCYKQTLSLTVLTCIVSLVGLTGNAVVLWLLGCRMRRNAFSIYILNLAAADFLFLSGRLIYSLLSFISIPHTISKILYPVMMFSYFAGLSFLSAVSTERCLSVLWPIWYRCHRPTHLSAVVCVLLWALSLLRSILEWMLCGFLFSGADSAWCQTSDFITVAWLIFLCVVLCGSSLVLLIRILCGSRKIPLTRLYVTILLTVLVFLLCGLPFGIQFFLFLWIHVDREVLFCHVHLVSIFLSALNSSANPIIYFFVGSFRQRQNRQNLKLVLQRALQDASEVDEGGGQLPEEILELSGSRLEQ
TRPC4 inh – inhibitors of mouse TRPC4 channel. Q9QUQ5. HEK293 TRPC4beta/mu-opioid, DAMGO-evoked Fluo4 calcium flux; stronger effect = lower value. B-score at 10 µM. 300,000 compounds, 0.39% hits;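 active = B-score over 3 SD under the library average, no early fluorescence shift, positive overall ratio signal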
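Assay system: HEK293 cells with stable TRPC4beta plus mu-opioid receptor expression; Probe or stimulus: DAMGO in two steps, submaximal then maximal; Dosing: single-point compound dosing; Measured by: Fluo4 calcium-dye fluorescence, kinetic read; Read-out basis: B score from integrated Fluo4 fluorescence ratio.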
MrgX1 allo act – human MrgX1 positive allosteric modulation, primary screen; B-score at 10 µM; MrgX1-HEK293, Fluo-4 calcium flux, FDSS; stronger effect = higher value; Q96LB2; 310,000 compounds, 0.63% hits;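 active = plate-corrected calcium response at least 3 library SD above typical, normal starting fluorescence, not activating the receptor alone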;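 note: compound read alongside a low EC10 to EC30 dose of BAM8-22 agonist; peak minus trough fluorescence over baseline measured at the second addition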
TMEM16A inh – inhibitors of mouse TMEM16A calcium-activated chloride channel | Q8BHY3 | normalized B-score (activity score, 25-100; higher = stronger inhibition) at 10 µM | 310,000 compounds, 1.2% hits | AID 588511 | HEK293 TMEM16A/YFP iodide influx fluorescence, ionomycin;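 active = ratio plate-corrected score three or more library SD toward inhibition, starting fluorescence score within five deviations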;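 note: score derived from kinetic fluorescence span divided by baseline fluorescence per well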
ANO1 activ – activates or potentiates the mouse TMEM16A chloride channel | Q8BHY3 | HEK293 TMEM16A/YFP-H148Q/I152L, iodide quench fluorescence; stronger effect = lower value | B-score at 10 µM | 340,000 compounds, 0.3% hits | AID 623877;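 active = fluorescence-ratio B-score plate-corrected deviation score at least 3 library SD below zero, with starting fluorescence score within 5 deviations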;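 note: channel opened by trigger with iodide after compound preincubation; score built on the fluorescence ratio of max minus min over baseline; more negative score means more quench and so TMEM16A activation or potentiation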
TRPC6 activator – activators of mouse TRPC6 channel. HEK293-TRPC6 membrane potential dye fluorescence; stronger effect = higher value. AID 2550. 310,000 compounds, 0.13% hits. B-score at 10 µM;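 active = B-score of the integrated fluorescence ratio above library mean plus 3 SD, and starting fluorescence ratio within library mean plus 5 SD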;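 note: higher score means more depolarization so channel activation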
TRPC4 potent – TRPC4 (mouse) allosteric potentiation; Q9QUQ5; HEK293 TRPC4beta/mu-opioid, DAMGO EC20, Fluo-4 Ca2+ flux; stronger effect = higher value; 310,000 compounds, 0.42% hits; B-score at 10 µM; AID 2227;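 active = B-score of calcium response area above 5 SD of library B-scores, with initial fluorescence ratio within 5 SD of library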;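 note: B-score of integrated fluorescence ratio over time as area under calcium response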
MrgX1 agonist – activates human MrgX1 receptor signaling; Q96LB2; MrgX1-HEK293 cells, Fluo-4 calcium fluorescence, agonist mode; stronger effect = higher value; B-score at 10 µM; 310,000 compounds, 0.44% hits; AID 588627;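 active = calcium response B-score plate-corrected fluorescence ratio at least 3 library SD, with starting fluorescence B-score inside 5 SD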
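Assay system: stable human MrgX1 HEK293 cell line. Quantity: 15,000 cells per well. Schedule: cells plated overnight, dye loaded 0.5 h 37 °C, 0.5 h room temperature. Detection: Fluo-4 NW calcium-flux fluorescence, kinetic read. Read-out basis: peak-minus-minimum fluorescence over baseline, converted to B scores. Control set: positive and negative control wells on each plate.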
Numbers without * were called inactive; i = inactive; ? = inconclusive; . = not tested or not shown.

SMILES	TRPC4 act	SKKanGAS inh	TRPC6 inh	MrgX1 antagonist	TRPC4 inh	MrgX1 allo act	TMEM16A inh	ANO1 activ	TRPC6 activator	TRPC4 potent	MrgX1 agonist
COc1ccc(C(C(=O)NC2CCCCC2)N(C(=O)CCl)c2ccc(OC)cc2)cc1 (stereo not given)	i	-5	i	i	i	i	i	i	i	i	i
CCOc1cc(N2CCOCC2)c(OCC)cc1NC(=O)Cn1[nH]c(=O)c2ccccc2c1=O	i	7	i	i	i	i	i	i	i	i	i
Nc1ccc2nc3c(c(Cl)c2c1)CCCC3	i	8	i	i	i	i	i	i	i	i	i
CCCCn1c(O)c(/C=C2\C=NN=C2c2ccccc2)sc1=S	i	11	i	i	i	i	i	i	i	i	i
O=C(OCc1cc(Cl)ccc1OC(F)F)c1cncc(Br)c1	i	28	i	i	i	i	i	i	i	i	i
CCN(CC)S(=O)(=O)c1ccc(C(=O)N2CCN(c3ncccn3)CC2)cc1	i	4	i	i	i	i	i	i	i	i	i
CC(=O)Nc1ccc(NC(=O)c2cccc(Oc3ccccc3)c2)cc1	i	-3	i	i	i	i	i	i	i	i	i
O=C(CCN1C(=O)/C(=C/c2ccccc2)SC1=S)NCCc1ccc(O)cc1	i	0	i	i	i	i	i	i	i	i	i
COc1cccc(CNS(=O)(=O)c2ccc(S(=O)(=O)NC3CC3)cc2)c1	i	-3	i	i	i	i	i	i	i	i	i
CCCCn1c(SCn2nnc3ccccc3c2=O)nc2cc(S(N)(=O)=O)ccc21	i	1	i	i	i	i	i	i	i	i	i
CCOc1ccc(S(=O)(=O)c2c(C(=O)c3ccccc3)cnc3cc4c(cc23)OCCO4)cc1	i	-6	i	i	i	i	i	i	i	i	i
CC1(C(=O)NC(=S)NNC(=O)c2ccncc2)CCCCC1	97*	54*	i	i	i	i	i	i	i	i	87*
COC(=O)[C@@]12CCCCN1[C@H](c1ccc(-c3ccc(OC)cc3)cc1)[C@@H]1C(=O)N(C)C(=O)[C@@H]12	i	14	i	i	i	i	i	i	i	13*	i
O=C(/C=C/c1ccc(F)cc1)NCCC1=CCCCC1	i	6	i	i	i	i	i	i	i	i	i
O=C(O)COc1ccc(/C=C/c2nc(-c3ccccc3O)n[nH]2)cc1	i	5	i	i	i	i	i	i	i	i	i
O=C(CSc1nnnn1C1CCCCC1)Nc1ccc(F)cc1	i	3	i	i	i	i	i	i	i	i	i
COc1ccccc1C(=O)NNC(=O)c1ccccc1[N+](=O)[O-]	i	-3	i	i	i	i	i	i	i	i	i
O=C(NC1(C(F)(F)F)NC(=O)N(C2CCCCC2)C1=O)C1CC1 (stereo not given)	i	-1	i	i	i	i	i	i	i	i	i
Cc1nccn1CCOc1ccccc1Cl	i	2	i	i	i	i	i	i	i	i	i
Cc1ccccc1CNC(=O)CCn1nc(C)c2c(C)n(-c3ccccc3)nc2c1=O	i	-1	i	i	i	i	i	i	i	i	i
O=C(O)c1[nH]c2ccc(Cl)cc2c1CC(=O)N1CCN(c2ccccc2)CC1	i	3	i	i	i	i	i	i	i	i	i
O=C(CSc1nc(O)c(Cc2ccccc2)c(=O)[nH]1)N1CCOCC1	i	-8	i	i	i	i	i	i	i	i	i
COc1ccc(C(=O)N2CCCC(c3nc(-c4cc(OC)c(OC)c(OC)c4)no3)C2)cc1 (stereo not given)	i	-2	i	i	i	i	i	i	i	i	i
CN(C)c1ccc(Nc2c3c4c(cccc4n(C)c2=O)C(=O)c2ccccc2-3)cc1	.	.	.	i	.	i	i	i	.	.	i
Cc1n[nH]c(C)c1Sc1ccccc1N=Cc1cc([N+](=O)[O-])ccc1O	i	-3	i	i	i	i	i	.	i	i	i
COC(=O)c1sc(-c2ccc(C(C)(C)C)cc2)cc1NC(=O)CSCC(=O)O	i	57*	i	-5.3*	-6*	i	i	i	i	i	i
CCCCN1C[C@H](Cc2ccccc2)[C@@H](CC(=O)Nc2ccccc2)C1=O	i	5	i	i	i	i	i	i	i	i	i
Clc1ccc(C(c2ccccc2)N2CCN(c3ccccn3)CC2)cc1 (stereo not given)	i	1	i	i	i	i	i	i	i	i	i
O=C(c1ccc(C(=O)N2CCCc3ccccc32)nc1)N1CCCc2ccccc21	i	-1	i	i	i	i	i	i	i	i	i
Cc1ccc2sc(NC(=O)c3cccc(N4C(=O)CCC4=O)c3)nc2c1C	i	3	i	i	i	i	i	i	i	i	i
CC1(C)C(=O)NCCN1C(=O)CC1C(=O)NCCN1Cc1cccc(C(F)(F)F)c1 (stereo not given)	i	-7	i	i	i	i	i	i	i	i	i
COc1ccc(S(=O)(=O)Nc2ccc(-n3cccc3)cc2)cc1	i	8	i	i	i	i	i	i	i	i	i
CC1(c2nnc(-c3cccc(Cl)c3)o2)CC(c2ccc(Br)cc2)=NO1 (stereo not given)	i	-2	i	i	i	i	i	i	i	i	i
CCn1c2ccccc2c2cc(NC(=O)c3coc(=O)c(Br)c3)ccc21	i	8	i	i	i	i	i	.	i	i	i
Cc1ccc(-c2nn(-c3ccccc3)cc2/C=N/O)cc1	i	58*	i	i	i	i	i	i	i	i	i
COc1ccc(C2(O)CCN(C(=O)c3ccc4c(c3)OCO4)CC2)cc1	i	-3	i	i	i	i	i	i	i	i	i
CCn1c(=N)n(CCOc2ccc(OC)cc2)c2ccccc21	i	-3	i	i	i	i	i	i	i	i	i
CC1=CCC2C(=O)N(c3ccc4ccccc4n3)C(=O)C2C1 (stereo not given)	i	11	i	i	i	i	i	i	i	i	i
COC(=O)CCN(C(=O)C12CC3CC(CC(C3)C1)C2)c1ccccn1	i	-2	i	i	i	i	i	i	i	i	i
CCn1cc(C(=O)O)c(=O)c2cc(F)c(N3CCN(C(=S)NC(=O)c4cc(OC)cc(OC)c4)CC3)cc21	i	?	i	i	i	i	i	i	i	i	i
CC(=O)Nc1ccc2nc(NC(=O)CCc3ccccc3)sc2c1	i	-12	i	i	i	i	i	i	i	i	i
O=C(NCCCN1CCN(CCCNC(=O)c2cccc([N+](=O)[O-])c2)CC1)c1cccc([N+](=O)[O-])c1	i	-14	i	i	i	i	i	i	i	i	i
CC(NC(=O)C1CCC(CNS(=O)(=O)c2ccccc2)CC1)c1ccc2c(c1)OCCO2 (stereo not given)	i	0	i	i	i	i	i	.	i	i	i
COc1ccc(C(=O)NCCOc2ccccc2Cl)c(OC)c1OC	i	0	i	i	i	i	i	i	i	i	i
CCOc1ccc(-c2ccc(SCC(=O)NCC3CCCO3)nn2)cc1 (stereo not given)	i	6	i	i	i	i	i	i	i	i	i
Cc1nn(-c2c(Cl)cc(Cl)cc2Cl)c(=O)c2ccccc12	i	11	i	i	i	i	i	i	i	i	i
CCOc1ccccc1N1CCN(C(=O)c2ccccc2SCC(=O)N2CCCC2)CC1	i	-1	i	i	i	i	i	i	i	i	i
COc1cccc(NC(=S)N/N=C2/CCCCc3ccccc32)c1	i	-32	i	.	i	.	.	i	i	i	.
O=C(CSc1nnc(-c2ccc(F)cc2)c2ccccc12)Nc1cccc(Cl)c1	i	12	i	i	i	i	i	i	i	i	i
CCOc1cc(/C=N/NC(=O)c2ccccn2)ccc1OC(=O)c1ccc(F)cc1	i	16	-5.3*	i	i	i	i	i	i	i	i
CC(=O)c1cccc(NC(=O)CSc2nc(=O)n(CCN3CCOCC3)c3c2CCC3)c1	i	-1	i	i	i	i	i	i	i	i	i
O=C(Nc1ccccc1N1CCOCC1)c1cc(Br)c(Br)s1	i	8	i	i	i	i	i	i	i	i	i
CCc1ccc(NC(=O)COC(=O)c2ccc(Cl)c(S(=O)(=O)N3CCCCCC3)c2)cc1	i	6	i	i	i	i	i	i	i	i	i
COc1ccc(NC(=O)c2cn(C)c(=O)c3cc(OC)c(OC)cc23)cc1OC	i	-1	i	i	i	i	i	i	i	i	i
COCCn1nnnc1C(c1cc(OC)ccc1OC)N1CCc2ccccc2C1 (stereo not given)	i	1	i	i	i	i	i	i	i	i	i
O=C(CC(Sc1ccc(Br)cc1)C(=O)O)c1ccc(Br)cc1 (stereo not given)	i	?	i	i	i	i	i	.	i	i	i
Cc1ccc(-n2nc3c(=O)n(C(C)C(=O)NCc4ccccc4Cl)nc(C)c3c2C)cc1 (stereo not given)	i	8	i	i	i	i	i	i	i	i	i
O=C(C1CCCN1S(=O)(=O)c1cccc2cccnc12)N1CCc2ccccc2C1 (stereo not given)	i	-1	i	i	i	i	i	i	i	i	i
Cc1nn(-c2ccccc2)c(Cl)c1/C=N/Nc1nc2ccccc2n1C	i	8	i	i	i	i	i	i	i	i	i
Cc1ccc(NC(=S)Nc2ccccn2)c(C)c1	i	-1	i	i	i	i	i	i	i	i	i

(next part)
SMILES	TRPC4 act	SKKanGAS inh	TRPC6 inh	MrgX1 antagonist	TRPC4 inh	MrgX1 allo act	TMEM16A inh	ANO1 activ	TRPC6 activator	TRPC4 potent	MrgX1 agonist
Cc1ccc(NC(=O)C(c2ccccc2)C2CCCC2)cc1 (stereo not given)	i	-6	i	.	i	.	.	i	i	i	.
O=C(O)CN(c1ccc(F)cc1)S(=O)(=O)c1ccc2c(c1)OCCO2	i	2	i	i	i	i	i	i	i	i	i
O=[N+]([O-])c1ccc(Cc2nnc(-c3ccccc3Cl)o2)cc1	i	5	i	i	i	i	i	i	i	i	i
CSc1ncccc1C(=O)Nc1nc(C(C)(C)C)cs1	i	5	i	i	i	i	i	i	i	i	i
CCOC(=O)c1nn(-c2ccc(F)cc2)c2c1CC/C2=C/c1ccccc1	i	6	i	i	i	i	i	i	i	i	i
CCOC(=O)CCc1c(C)c2c(C)nn(-c3ccccc3)c2[nH]c1=O	i	-1	i	i	i	i	i	i	i	i	i
O=C(O)c1ccn[nH]1	i	3	i	i	i	i	i	.	i	i	i
Cc1ccc2c(n1)sc1c(-c3ccc(Br)cc3)c(C#N)c(N)nc12	i	9	i	i	i	i	i	i	i	i	i
CCN(CC)CCCNC(=O)c1ccc2c(=O)n(Cc3ccc4c(c3)OCO4)c(=S)[nH]c2c1	i	3	i	i	i	i	i	i	i	i	i

Compounds were not picked by outcome; overall some 6.7% were active at least once.
